Tb PFK inh = blocks T. brucei phosphofructokinase; O15648; T. brucei PFK, ADP-Glo luminescence; Potency, µM (highest dose often 57.5 µM), inactives show at the top dose activity, negative = inhibition, usual class: inhibitors; hit rate 0.17% among 330,000;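 further: potency means the concentration at half of the fitted maximal effect; 0% = uninhibited 1x PFK enzyme wells and -100% = no-enzyme wells; nearly all actives have a fitted effect of over 60% in size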
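Compounds were pin-transferred as a titration series up to 57 uM into substrate buffer (0.5 mM F6P, 0.1 mM ATP, pH 8.0), then 1.25 nM PFK was added and reactions ran 45 min before ADP-Glo detection.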
RORgamma inh = ROR gamma (mouse) transcription inhibition; AID 2551; hit rate 5.4% among 310,000; P51450; Potency, µM (doses to about 53.6 µM), for the others: at the highest dose activity change, negative = inhibition, usual class: inhibitors; Drosophila S2 Gal4-RORgamma UAS-luciferase reporter, 20 h; further: potency means the concentration at half of the fitted maximal effect; on the % scale 0 is the no-effect control and ±100 the full control effect; nearly all actives have a fitted effect of over 60% in size
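Drosophila S2 cells stably expressing Gal4-DBD/mouse RORγ fusion under metallothionein promoter plus UAS-luciferase; compound 1 h, then 700 uM CuSO4 induction for 20 h at ambient temperature; inhibition read as reduced luminescence.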
p53 reactivator = mutant p53 re-activation in reporter cells; H1299 p53-A138V BP100-luciferase reporter, luminescence, 24 h; Potency, µM (titrated, usually from 92.2 µM), inactives show top-dose activity change, positive = activation, usual class: activators; hit rate 0.063% among 320,000; further: potency means the concentration at half of the fitted maximal effect; % of control where 0% means no effect; nearly all actives have a fitted effect of over 45% in size
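H1299 (p53-null), stable ts p53-A138V + BP100-Luc; 1000 cells/well, Opti-MEM/10% FBS; cpd 4 pt, 1:5; 24 h, 37 deg C, 5% CO2; detection reagent 10 min RT; luminescence.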
NPC1 prom act = activators of NPC1 promoter. Huh7 NPC1 promoter luciferase reporter, 24 h. Potency, µM (highest dose often 9.22 µM), for the others: at the top dose activation, most hits filed as activators. hit rate 2.4% among 320,000. AID 485313;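 further: potency means the concentration at half of the fitted maximal effect; % of control where 0% means no effect; nearly all actives have a fitted effect of over 60% in size; reporter is driven by a mutant NPC1 promoter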
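Luminescence from an NPC1 promoter-driven luciferase reporter in stably transfected Huh7 cells was measured after 24 h compound treatment at 37 °C, followed by 10 min ambient incubation with luciferase detection reagent.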
TRPV1 agonist = human TRPV1 agonism; Q8NER1; TRPV1-expressing cells, Fluo-8 calcium influx, agonist mode; activation, % at 8.33 µM; hit rate 0.19% among 320,000; AID 540275; in the data active means activation above about 80%; inconclusive means between about 30% and that limit; further: 0% is about no effect
Target sequence (Q8NER1 whole entry, looked up): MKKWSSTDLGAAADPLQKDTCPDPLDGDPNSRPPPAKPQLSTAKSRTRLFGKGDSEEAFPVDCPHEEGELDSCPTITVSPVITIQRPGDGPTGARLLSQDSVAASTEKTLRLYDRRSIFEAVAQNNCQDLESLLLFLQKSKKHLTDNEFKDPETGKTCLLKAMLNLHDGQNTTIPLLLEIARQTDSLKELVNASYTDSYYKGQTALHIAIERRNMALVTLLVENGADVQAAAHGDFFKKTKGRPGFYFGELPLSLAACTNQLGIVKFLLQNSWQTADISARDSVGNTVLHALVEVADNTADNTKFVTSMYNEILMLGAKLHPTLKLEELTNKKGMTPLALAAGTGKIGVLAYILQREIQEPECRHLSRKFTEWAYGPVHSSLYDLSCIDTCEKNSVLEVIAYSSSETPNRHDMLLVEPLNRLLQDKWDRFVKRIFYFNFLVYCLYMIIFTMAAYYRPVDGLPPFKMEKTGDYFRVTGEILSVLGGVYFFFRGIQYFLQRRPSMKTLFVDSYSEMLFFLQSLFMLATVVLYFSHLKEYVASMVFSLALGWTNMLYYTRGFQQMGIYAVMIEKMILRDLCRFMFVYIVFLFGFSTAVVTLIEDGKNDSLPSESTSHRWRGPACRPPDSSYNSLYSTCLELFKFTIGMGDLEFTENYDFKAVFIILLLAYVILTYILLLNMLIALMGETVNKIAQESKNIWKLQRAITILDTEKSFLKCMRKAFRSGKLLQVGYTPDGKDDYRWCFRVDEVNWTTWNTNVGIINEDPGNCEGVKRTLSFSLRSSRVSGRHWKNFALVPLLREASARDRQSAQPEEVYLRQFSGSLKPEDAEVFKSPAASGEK
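Cells expressing TRPV1 were dye-loaded with Fluo-8 and read kinetically: 10 s baseline, 3 min after compound (agonist portion), then 2 min after EC20 capsaicin (allosteric enhancer portion). Calcium-bound dye fluorescence at 480/520 nm.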
ELG1 repair inh = inhibitors of ELG1-dependent DNA repair in HEK293T cells | hit rate 2.3% among 330,000 | Potency, µM (series often up to 46.1 µM), without a hit: at the top dose activity change, negative = inhibition, usual class: inhibitors | HEK293T ELG1-luciferase reporter, luminescence, 16 h; DNA damage induced by 5-fluorouridine; further: potency means the concentration at half of the fitted maximal effect; on the % scale 0 is the no-effect control and ±100 the full control effect; nearly all actives have a fitted effect of over 55% in size
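Quantitative HTS, concentration-response format. 2,000 cells/well co-treated with 5-fluorouridine and compound, 16 hr in 5% CO2 at 37 °C; ONE-Glo luminescence read after 30 min.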
Rab9 prom act = activates the Rab9 promoter. Huh7 Rab9 promoter-luciferase reporter, luminescence, 24 h. Potency, µM (titrated, usually from 9.22 µM), for the others: at the highest dose activation, negative = inhibition, most hits filed as activators. hit rate 2.8% among 320,000. AID 485297; further: potency means the concentration at half of the fitted maximal effect; % of control where 0% means no effect; nearly all actives have a fitted effect of over 60% in size
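Cell-based reporter: Huh7 stable for Rab9 promoter-driven luciferase, plated in reduced-serum medium with 10% FBS at 1500 cells/well, compound-treated 24 h at 37 °C, luminescence read after 10 min reagent.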
BRCA1 expr up = BRCA1 expression activation | MCF7-BRCA1-FFLuc reporter, luminescence, 48 h; response scale: scaled: vehicle 0%, 10 µM genistein 100% | Potency, µM (top dose mostly 46.1 µM), for the others: top-dose activation, actives largely listed as activators | hit rate 1.1% among 380,000 | AID 624202; further: potency means the concentration at half of the fitted maximal effect; nearly all actives have a fitted effect of over 80% in size; some results filed as inactive show a strong effect at the top dose
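Activators of BRCA1 expression were detected as increased firefly luciferase luminescence in engineered MCF7 cells after 48 h compound incubation. Signals were scaled to genistein 10 microM as full activation.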
ELG1 genotox = genotoxicity induction in ELG1-luciferase HEK293T cells; Potency, µM (titrated, usually from 46 µM), for the others: top-dose activity change, positive = activation, actives largely listed as activators; HEK293T ELG1-luciferase reporter, luminescence, 16 h; hit rate 1.3% among 330,000; further: potency means the concentration at half of the fitted maximal effect; % of control where 0% means no effect; nearly all actives have a fitted effect of over 60% in size
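Quantitative HTS format in 1536-well plates. HEK293T ELG1-luciferase reporter cells receive test compound and are incubated 16 hr at 37 °C, 5% CO2; ONE-Glo added, 30 min room temperature, then luminescence read.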
FLuc counter = counter-screen for miR-21 project: firefly luciferase inhibitors or activators; P08659; purified FLuc, Km substrates, luminescence inhibition; Potency, µM (series often up to 57.5 µM), for inactives: at the top dose activity change, negative = inhibition, most hits filed as inhibitors; hit rate 6.9% among 360,000; AID 588342;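 further: potency means the concentration at half of the fitted maximal effect; plate controls were vehicle for no effect and reference inhibitor for full effect; nearly all actives have a fitted effect of over 55% in size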
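Purified P. pyralis luciferase, 10 nM final, with Km-level 10 uM D-luciferin and 10 uM ATP in 50 mM Tris acetate pH 7.5, 10 mM Mg acetate, 0.01% Tween-20, 0.05% BSA; 6-point qHTS titration about 60 µM downward; luminescence read.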
VP16 counter = inhibits Gal4-VP16 luciferase reporter, ROR gamma counter-screen | Drosophila S2 Gal4-VP16 UAS-luciferase, luminescence, 20 h | hit rate 3.5% among 310,000 | AID 2546 | Potency, µM (doses to about 53.6 µM), inactives show top-dose activity, negative = inhibition, usual class: inhibitors;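 further: Gal4-VP16 expression switched on by copper sulfate through the metallothionein promoter; potency means the concentration at half of the fitted maximal effect; on the % scale 0 is the no-effect control and ±100 the full control effect; nearly all actives have a fitted effect of over 50% in size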
The depositor's hits bear a star; ? = inconclusive; . = no result given; & = joins results of further samples; [ ] = another dose, or the depositor's remark. Unless noted, the call rests on the fitted dose curve; in most records, active means well fitted curve in the direction sought with a large enough effect; inconclusive means small, poorly fitted or top-dose-only effect, or another doubt; inactive means no such curve, though single readings can be large; an effect the other way counts as inactive or inconclusive.

structure,Tb PFK inh,RORgamma inh,p53 reactivator,NPC1 prom act,TRPV1 agonist,ELG1 repair inh,Rab9 prom act,BRCA1 expr up,ELG1 genotox,FLuc counter,VP16 counter
Oc1cc(-c2ccc(N3CCCCC3)nc2)cc2cccnc12,-1.6%&15.8%,.,?,9.6%,.,?,4.1%,-36.1%,18.3µM*,?,.
CC(NC(=O)CCN1N=C(c2ccccc2)CCC1=O)c1ccc2c(c1)OCCO2 (centres undefined),1.2%,18.5%,-1.4%,7.2%,2.5,-16.0%,5.4%,.,-4.4%,3.4%,-0.1%
CC(=O)Nc1ccc(Oc2cncc(Cl)c2)nc1,1.8%,-2.7%,-3.2%,-3.8%,0.5,-18.9%,-7.3%,50.1%,-13.7%,7.9%,5.7%
Clc1ccc(Cn2cnc3ccccc32)cc1,-14.3%,?,0.1%,-4.4%,-1.0,?,1.0%,0.0%,-4.3%,3.6%,?
O=C(Nc1cccc(C(F)(F)F)c1)Oc1ccccc1N1CCOCC1,1.4%,22.8%,-3.4%,2.9%,-2.9,-4.8%,-4.3%,-15.4%,0.1%,-3.0%,2.2%
N#CN(CC(N)=O)c1nc(N2CCCCC2)nc(N2CCCCC2)n1,-0.5%,-12.0%,0.7%,-9.6%,-1.5,-5.0%,-0.9%,-14.3%,-0.6%,0.4%,-4.6%
Cc1cccc(N=C2NN=C(c3ccccc3F)CS2)c1C,-3.6%,?,-1.2%,?,2.3,?,?,11.6%,17.5%,19µM*,?
CCSC1=C(C#N)C(c2ccccc2C)CC(=O)N1 (centres undefined),-6.7%,-0.6%,-10.5%,-0.9%,1.1,-1.1%,1.1%,2.9%,0.6%,-20.6%,1.0%
Cc1ccc(S(=O)(=O)N2CCCC2C(=O)NCc2ccccc2Cl)cc1 (centres undefined),-6.1%,1.3%,-1.4%,1.0%,0.8,-15.1%,9.8%,-8.3%,-1.9%,-15.3%,-5.7%
O=C(c1cn(CC(=O)N2CCCCC2)c2ccccc12)C1CC1,-0.9%,-6.0%,-3.3%,-0.2%,2.6,12.6%,-6.1%,3.9%,1.9%,3.0%,-15.8%
CN(C)C(=O)Cn1c(SCC(=O)N2CCCc3ccccc32)nc2ccccc21,3.5%,16.2%,-12.9%,-1.0%,-2.5,0.7%,2.7%,-5.3%,0.1%,2.7%,-1.4%
CNC(=S)NNC(=O)c1ccccc1Br,3.1%,12.6µM*,2.7%,-3.1%,1.3,2.5%,-5.5%,6.8%,0.6%,2.7%,?
O=C(N/N=C/c1ccco1)c1cc(-c2cccc(Br)c2)nc2ccccc12,1.4%,3.16µM*,26.5%,-0.2%,7.1,?,-0.3%,-71.9%,-0.7%,4.78µM*,5.62µM*
O=C1CN=C(Nc2ccc(Cl)cc2)N1c1ccccc1,7.9%,-33.5%,-3.4%,-6.2%,-0.2,0.1%,5.8%,-10.8%,-0.6%,5.9%,2.8%
O=C(COC(=O)c1ccc2ncsc2c1)Nc1cccc(Cl)c1,-4.3%,.,8.2%,-29.5%,5.4,29.3%,-2.5%,41.1%,0.4%,0.2%,.
CN(C)S(=O)(=O)c1ccc(C(=O)NCc2cccs2)cc1,-16.6%,2.9%,-5.4%,9.1%,.,3.8%,-4.5%,20.6%,13.8%,-1.2%,-3.4%
Cc1ccc(SCCN2CCC(O)CCC2=O)cc1 (centres undefined),0.7%,-16.4%,.,9.2%,4.5,26.4%,8.9%,19.4%,11.0%,-3.2%,0.7%
COCCNC(=S)N/N=C(\C)c1cccc([N+](=O)[O-])c1,2.2%,3.55µM*,8.6%,0.5%,-1.2,19.6%,-0.4%,-4.6%,-1.3%,-1.2%,7.08µM*
CC[C@H](C)/C=C(C)/C=C/C(=O)Cc1cc(O)c(C)c(O)c1C=O,-3.2%,25.1%,28.9%,-3.4%,8.4,-19.5%,-0.4%,-4.1%,-3.6%,-13.8%,-3.7%
COc1cc(C(=O)NCC(=O)N/N=C(/C)c2cccs2)cc(OC)c1OC,6.1%,10.2%[10 µM],1.2%,-1.6%,1.2,0.6%,1.2%,-2.0%,-0.3%,-1.6%,3.1%
CN(CC(=O)Nc1c(Cl)cccc1Cl)C(=O)C1=COCCO1,-0.5%,.,-1.0%,-3.0%,-2.3,0.3%,0.4%,-5.7%,-0.4%,-0.2%,.
Cc1nn(C)cc1CNC(=O)c1cccc(Cl)c1,-3.0%,-28.2%,-0.1%,-3.3%,0.5,2.9%,1.6%,8.1%,0.8%,2.2%,12.9%
CCOC(=O)C1(Cc2ccccc2)CCN(Cc2ccc3c(c2)OCCO3)CC1,-3.0%,31.2%,-2.5%,2.0%,27.5,-16.8%,-19.8%,26.4%,-11.9%,1.2%,-4.0%
Cc1cccc(N2C(=O)CC(SC(=Nc3ccccc3)Nc3ccccc3)C2=O)c1 (centres undefined),-2.1%,-34.9%,2.4%,1.0%,?,-5.1%,-14.5%,-46.8%,-20.0%,-1.7%,1.4%[0.365 µM]
CCOC(=O)c1cccc(NC(=O)CN(c2ccc(C)cc2)S(=O)(=O)c2c(C)noc2C)c1,0.0%,3.6%,-0.8%,-2.6%,-3.7,?,-0.7%,-69.6%,-13.6%,0.0%,-10.3%
COCCCNC(=O)c1oc2ccc(S(=O)(=O)N(C)C3CCCCC3)cc2c1C,2.0%,-2.7%,-10.9%,-6.1%,?,-29.3%,-0.8%,0.0%,-3.7%,0.1%,-2.9%
O=C(Nc1cccc(C(F)(F)F)c1)c1cnc2n(c1=O)CCS2,-5.0%,12.1%,3.1%,20.1%,26.0,?,24.1%,39.0%,14.5%,3.1%,22.0%
O=C(CSC1=NCCS1)N1CCOCC1,-8.3%,-15.7%,?,1.3%,0.5,-22.3%,-1.0%,-21.6%,-4.5%,7.9%,0.4%
COc1ccc2cc(C(=O)NCCCN3CCCC3=O)[nH]c2c1,-5.5%,18.9%,29.4%,13.2%,1.8,?,25.2%,2.9%,9.5%,?,23.0%
CC(=O)/C(N=Nc1cc(C)ccc1O)=C(\C)O,-8.2%,3.16µM*,-1.8%,22.5%,8.9,0.0%,4.9%,0.0%,2.1%,3.0%,-3.5%
COc1ccc(C(=O)O/N=C(\N)c2ccccc2)cc1OC,2.7%,-6.3%,?,2.82µM*,1.5,?,3.55µM*,80.7%,20.6µM*,10.7µM*,-21.7%
COc1ccc2c(c1)c(=O)oc1c(C)c(OCc3cc(C(=O)O)oc3C)ccc12,-8.1%,1.3%,?,-0.8%,-1.1,9.6%,11.6%,-3.2%,?,10.7µM*,1.6%
O=C(NCCc1ccc(Cl)cc1Cl)c1cccnc1,-1.0%,10.6%,-8.3%,-2.7%,?,0.4%,6.0%,15.8%,-7.0%,-2.2%,-8.8%
O=C(/C=C/c1cccc([N+](=O)[O-])c1)NCCN1C(=O)S/C(=C\c2ccc(F)cc2)C1=O,1.8%,40.3%,-1.0%,2.0%,-0.3,?,4.5%,-26.0%,8.2%,-2.2%,?
CC(C)(C)CC(=O)Nc1nnc(SCC(=O)NC2CCCCC2)s1,3.9%,1.9%,-2.6%,-1.3%,0.3,-16.2%,-3.7%,-16.1%,-4.8%,-0.1%,14.8%
COc1cc(/C=C2\SC(=S)N(CCC(=O)Nc3ccccc3O)C2=O)cc(OC)c1OC,-0.2%,31.9%,12.1%,11.3%,16.1,7.3µM*,0.7%,-52.6%,3.0%,-3.7%,?
Cc1nnsc1S(=O)c1ccc(F)cc1 (centres undefined),0.6%,-0.1%,7.6%,-4.4%,1.1,-0.5%,-1.5%,-14.0%,-3.6%,-2.2%,3.7%
Cc1cc(C)n2c(SCCC(C)C)nnc2n1,1.3%,7.9%,28.5%,1.1%,9.1,?,-4.5%,47.7%,9.0%,-19.7%,-1.8%
CCOC(=O)c1sc2nc3c(SCC(=O)O)cc(C(=O)c4ccccc4O)cn3c(=O)c2c1C,0.5%,-0.8%,1.7%,18.4%,-2.1,10.5%,12.7%,12.7%,1.7%,2.39µM*,-7.4%
COc1cccc(CC(=O)OC(C)C(=O)Nc2ccc(N3CCOCC3)cc2)c1 (centres undefined),-7.8%,.,7.8%,7.9%,6.1,0.0%,8.6%,14.2%,12.8%,0.6%,.
C=CCNC(=O)c1cn(CC)c2cc(N3CCN(C(=O)c4ccco4)CC3)c(F)cc2c1=O,-20.8%,18.8%,-5.9%,-2.6%,-1.7,-25.2%,-1.5%,-79.6%[inhibitor],-7.4%,-0.2%,0.6%

Screens (PubChem BioAssay)
